LRH-1 inv ag – NR5A2 inverse agonism in reporter assay | AID 602396 | HEK293T StAR-luciferase reporter, LRH-1 transfected, 24 h | O00482 | inhibition, % at 3.6 µM | 360,000 compounds, 0.13% hits;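 active means inhibition above the mean inhibition of all tested compounds plus 3 SD, cut at about 73% in these data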;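 further: 0% = DMSO wells and 100% = reporter-only cells lacking LRH-1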
Target sequence (O00482 whole entry, looked up): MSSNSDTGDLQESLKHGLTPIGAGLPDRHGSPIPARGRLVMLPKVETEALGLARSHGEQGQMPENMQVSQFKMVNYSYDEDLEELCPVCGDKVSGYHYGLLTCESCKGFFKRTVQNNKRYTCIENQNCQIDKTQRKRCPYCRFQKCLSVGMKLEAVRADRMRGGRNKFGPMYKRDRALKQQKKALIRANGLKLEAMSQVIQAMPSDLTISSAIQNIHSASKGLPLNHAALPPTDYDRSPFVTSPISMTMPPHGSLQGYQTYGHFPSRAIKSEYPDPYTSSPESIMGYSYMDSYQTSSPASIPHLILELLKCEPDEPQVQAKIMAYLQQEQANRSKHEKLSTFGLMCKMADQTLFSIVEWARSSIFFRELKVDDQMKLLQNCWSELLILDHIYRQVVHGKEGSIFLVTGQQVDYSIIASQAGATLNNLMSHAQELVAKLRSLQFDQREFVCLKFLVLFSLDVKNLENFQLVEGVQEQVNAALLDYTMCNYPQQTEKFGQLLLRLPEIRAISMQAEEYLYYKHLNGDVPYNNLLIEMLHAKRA
TWEAK Fn14 block – blocks TWEAK-Fn14 interaction in a reporter cell assay. TWEAK-stimulated Fn14 reporter cells, luciferase luminescence, 8 h. 360,000 compounds, 2% hits. AID 1159606. inhibition, % at 10 µM; in the data active means inhibition above about 50%
Shn3 3UTR inh – Schnurri-3 reporter inhibition in Clone20 osteoblasts; 360,000 compounds, 0.52% hits; inhibition, % at 12.5 µM; Clone20 osteoblast Shn3 3'UTR firefly luciferase, 24 h;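 active means mean inhibition of at least 75% with every replicate also reaching 75%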;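 further: 0% = median of neutral control wells and 100% = pilot-screen positive control compound; some compounds past the cut are filed as inactive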
LMP1 NFkB inh – reduces LMP1-driven NF-kappaB luciferase signal; LMP1-induced NF-kappaB luciferase reporter cells, luminescence; inhibition, % at 12.5 µM; 350,000 compounds, 0.69% hits; in the data active means inhibition above about 41%;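 further: 0% = neutral control wells and 100% = reference inhibitor control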
SRC1 inh – inhibitors of human steroid receptor coactivator 1 (SRC1); HEK293 GAL4-SRC1 luciferase reporter, luminescence; 360,000 compounds, 0.12% hits; inhibition, % at 3.6 µM; Q15788;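 active means inhibition above the campaign mean plus 3 SD, with each screening campaign given its own cutoff, cut at about 60% in these data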;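 further: 0% = DMSO treated cells and 100% = gossypol at 36 µM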
TROY NFkB inh – TROY signaling inhibition; Q293 LMP1-TROYcd NF-kB luciferase reporter, 4 h; AID 1347056; 360,000 compounds, 0.98% hits; inhibition, % at 10 µM;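 active means compounds whose plate-normalised and pattern-corrected inhibition of the luciferase reporter signal at the single screening dose is 50% or more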
COUP-TFII inh – blocks human COUP-TFII nuclear receptor | P24468 | HEK293T NGFI-A luciferase reporter, luminescence | inhibition, % at 8.6 µM | 370,000 compounds, 0.7% hits | AID 686940;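 active means inhibition above a per-plate cutoff, mean inhibition of test wells between control levels plus 3 SD, cut at about 38% in these data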;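 further: cells cotransfected with COUP-TFII expression vector driving the NGFI-A reporter; 0% = median of COUP-TF2 test wells and 100% = reporter-only cells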
Target sequence (P24468 whole entry, looked up): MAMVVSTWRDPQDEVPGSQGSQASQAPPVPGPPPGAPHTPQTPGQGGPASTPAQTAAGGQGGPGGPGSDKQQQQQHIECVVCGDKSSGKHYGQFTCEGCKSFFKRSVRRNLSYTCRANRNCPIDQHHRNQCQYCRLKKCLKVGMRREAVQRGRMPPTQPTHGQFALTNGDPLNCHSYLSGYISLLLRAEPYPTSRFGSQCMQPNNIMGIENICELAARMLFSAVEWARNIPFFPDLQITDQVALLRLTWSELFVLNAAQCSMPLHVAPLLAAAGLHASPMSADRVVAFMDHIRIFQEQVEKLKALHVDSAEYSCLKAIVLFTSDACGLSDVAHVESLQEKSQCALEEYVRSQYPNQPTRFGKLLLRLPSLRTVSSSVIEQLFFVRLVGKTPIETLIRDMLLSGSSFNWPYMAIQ
NCOA3 inh – inhibitors of human steroid receptor coactivator 3 (SRC3). HEK293 GAL4-SRC3 luciferase reporter, luminescence. AID 588352. inhibition, % at 3.6 µM. Q9Y6Q9. 360,000 compounds, 0.17% hits;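 active means inhibition above a per-campaign cutoff, the mean of all compounds plus 3 SD, cut at about 60% in these data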;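 further: 0% = DMSO-treated cells and 100% = gossypol-treated cells at 36 µM; higher means less SRC3-driven luciferase light from the GAL4 reporter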
CF NFkB inh – cystic fibrosis NF-kB activation inhibition; KKLEB NF-kB-GFP reporter, PAF-induced, GFP fluorescence overnight; inhibition, % at 5 µM; 360,000 compounds, 0.86% hits; AID 588850;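 active means at least 50% inhibition at 5 µM, scaled per plate between neutral and stimulator controls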;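 further: PAF is a Pseudomonas aeruginosa culture filtrate used as stimulus; plate controls were PAF-stimulated DMSO wells for no effect and unstimulated DMSO wells for full effect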
KKLEB cytotox – CF airway cell cytotoxicity counter-screen. KKLEB CF airway cells viability, ATPlite luminescence, overnight; hits give low values; cells stimulated with P. aeruginosa culture filtrate. activity change (cytotoxicity), % at 5 µM. 360,000 compounds, 0.36% hits. AID 602141;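 active means corrected activity change at or below -50% at 5 µM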
TRAIL sens C8 – sensitizes caspase-8 expressing cells to TRAIL; inhibition (viability loss, TRAIL sensitization), % at 10 µM; NB7+C8 cells + TRAIL, ATPlite viability luminescence; 360,000 compounds, 1% hits;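 active means compounds causing at least 50% loss of cell viability in the single-dose screen, relative to plate controls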
Starred values were filed as active, the others as inactive; x = no result given. Not all compounds are listed; count on the stated rates, not on these rows.

SMILES,LRH-1 inv ag,TWEAK Fn14 block,Shn3 3UTR inh,LMP1 NFkB inh,SRC1 inh,TROY NFkB inh,COUP-TFII inh,NCOA3 inh,CF NFkB inh,KKLEB cytotox,TRAIL sens C8
CCn1c(O)c(/C=N/N=C2CCCC2)c2ccc(C3=NNC(=O)CC3)cc21,5,7,6,0,11,-1,-10,15,-19,5,4
O=C(NCc1ccc(F)cc1)c1cc(C(=O)C2CC2)c[nH]1,-8,-7,18,6,-4,-23,-16,-13,8,-15,3
CCCCn1c(=O)[nH]c(=O)c2c1nc(CN1C(=O)c3ccccc3S1(=O)=O)n2CCC,19,9,21,10,-19,12,5,-4,6,-11,-7
Cc1ccc(C)n1C1CCS(=O)(=O)C1 (stereo not drawn),8,-3,-11,-36,-12,-4,-10,15,10,7,-1
Cc1c(NCc2cccnc2)cccc1C(=O)O,1,13,-5,1,11,3,2,5,11,0,-1
COc1ccccc1-n1cnc2cc(NCc3ccccn3)ccc21,-39,52*,12,4,-35,56*,-15,-10,9,-7,20
C=CCn1c(SCC2=C(C(=O)OCC)C(C)NC(=O)N2)nnc1C1CCCCC1 (stereo not drawn),-1,6,-5,0,-1,10,10,0,-5,4,7
O=C(CSc1ccc2ccccc2c1)Nn1cnnc1,5,-2,2,-26,-9,16,1,10,-32,9,11
CC(=O)Oc1ccccc1Cn1c(C)c(C(=O)NCc2ccccc2C(F)(F)F)sc1=O,3,12,13,x,7,-4,10,-3,32,-15,8
COc1ccc2c(c1)c(C(=O)N/N=C/c1ccc(Br)cc1)c(C)n2C,16,11,12,13,0,6,-1,11,-2,-8,15
CCc1ccccc1NNC(=O)c1cc(C)on1,-5,-5,5,18,-162,2,12,9,-3,3,8
COc1ccccc1CNCCS(=O)(=O)NN1CCOCC1,12,-2,-21,0,3,-10,7,-20,-1,6,3
NNC(=O)c1cc2sccc2s1,17,5,-8,2,16,-2,-46,9,-33,14,-5
COCc1cc(=O)n2[nH]c(SCc3ccccc3)nc2n1,-3,12,-6,-9,12,5,7,-9,13,-6,-7
COc1cccc(OCC(=O)O)c1,-2,13,-37,-8,3,1,5,20,-3,-11,-6
CC(=O)N1CCOc2ccc(S(=O)(=O)NCC3CCC(C(=O)Nc4ncccc4C)CC3)cc21 (stereo not drawn),8,7,-3,5,6,5,-1,19,-4,6,-13
CCCC(C)C(=O)Nc1ccc(S(=O)(=O)Nc2nccc(C)n2)cc1 (stereo not drawn),-18,-3,7,-5,-5,0,-1,9,-4,-3,35
COc1ccc(N2C(=O)N(Cc3ccc(C)cc3)c3ccccc3S2(=O)=O)cc1,1,0,3,-1,-5,1,-40,-9,3,8,5
O=C(COC(=O)CCNS(=O)(=O)c1ccc(Cl)cc1)NCc1ccccc1,15,7,-21,8,5,2,8,3,-13,8,-14
COCCn1c(=O)[nH]c(=O)c2c(C(F)(F)F)cc(-c3cccs3)nc21,7,-24,5,4,-13,-14,-5,14,5,-2,4
O=S(=O)(Nc1ccc(C(F)(F)F)cc1)c1cccs1,-18,11,8,3,0,-10,-2,-12,-8,-1,-15
CC(C)[C@H](NC(=O)OCc1ccccc1)C(=O)OCC(=O)Nc1c(F)cccc1F,-17,-10,14,-7,-16,-22,-8,1,7,0,3
CCC(=O)NC(Cc1ccccc1)c1ccc2c(c1)OCCCO2 (stereo not drawn),-8,-8,-5,-3,-8,1,8,-3,8,-15,-4
COc1cc(NC(=O)Cn2cnc3c(OCc4ccccc4)ncnc32)cc(OC)c1OC,-11,2,10,9,-5,-18,-6,3,-4,-6,0
CC(=O)c1sc(N/N=C\c2cccc(Br)c2)nc1C,-35,24,-11,-30,-58,-67,-25,-42,-36,-3,12

Further entries
SMILES,LRH-1 inv ag,TWEAK Fn14 block,Shn3 3UTR inh,LMP1 NFkB inh,SRC1 inh,TROY NFkB inh,COUP-TFII inh,NCOA3 inh,CF NFkB inh,KKLEB cytotox,TRAIL sens C8
OCC[C@@H]1C[C@@H](O)[C@H](O)[C@@]2(CCc3ccccc3CO2)O1,4,8,-81,-13,-7,-4,-12,-13,4,2,-21
Cc1nc2sc(C(=O)Nc3ccccc3Cc3ccccc3)c(C)c2c(=O)[nH]1,1,-11,-12,4,-1,-14,0,10,40,-13,-9
O=C(CCCOc1ccccc1)NN1C(=O)NC2(CCCCC2)C1=O,-13,4,-6,-5,-2,8,-18,-15,5,-5,-1
CC(C)N(C(=O)[C@H]1C[C@H](CC(=O)NCc2cccc(C(F)(F)F)c2)C(=O)N2CCc3c([nH]c4cc(-c5ccco5)ccc34)[C@]12C)C(C)C,3,25,22,8,17,1,3,8,16,-7,6
COc1cc(OC)cc(-c2nnc(NC(=O)c3ccc4c(c3)OCCO4)o2)c1,1,-45,17,11,-6,-14,8,4,-5,1,14
CCCOc1ccc(-c2nc(SCc3ccccc3)[nH]c(=O)c2C#N)cc1OC,8,-24,17,10,-21,51*,9,-9,22,-10,-3
O=c1[nH]n(-c2ccc([N+](=O)[O-])cc2)c(=O)c2ccccc12,8,-10,-15,-4,19,-2,-12,-7,-4,4,-11
Cc1cc(C(=O)O/N=C(\N)c2ccc(C(C)(C)C)cc2)no1,-38,17,-91,x,-67,-8,-3,-75,-4,6,8
O=C(NNc1cccc(Cl)n1)Nc1cccc(Cl)c1,5,-1,27,-2,-18,-9,2,6,16,-2,-3
CCOC(=O)/C(C#N)=C1/C=CNC(=O)N1,-1,3,7,-5,-3,-4,3,12,6,-4,-17
C[C@@H]1CN([C@@H](C)CO)C(=O)c2cc(Br)cnc2O[C@H]1CN(C)C(=O)CN1CCOCC1,1,-4,-4,-4,7,-7,0,-6,2,0,10
O=c1ccc2cc(S(=O)(=O)NCc3ccccc3)ccc2[nH]1,15,8,-8,-11,-17,7,-7,8,15,3,4
CC(C)(C)C(=O)Nc1c(Cl)cccc1OC(F)(F)F,-11,-21,-10,-8,3,-14,3,29,17,1,-6
O=C(CNC(=O)c1cccc(Br)c1)N/N=C/c1cccnc1,-5,-20,-10,-5,-13,-12,-3,-27,-11,18,5
O=C(NNC(=O)C1CCCC1)c1cc([N+](=O)[O-])cc([N+](=O)[O-])c1,7,-2,-4,3,-1,-12,-8,1,25,21,-5
COc1ccccc1CC(=O)Nc1cccc(C(=O)NN2C(=O)c3ccccc3C2=O)c1,-17,-2,-10,-1,-21,-10,13,22,5,2,-4
Cc1cccc(C(=O)Nc2oc(-c3ccccc3)cc2C#N)c1,-4,-2,-49,6,-9,25,-5,-3,11,2,-23
O=C(NCc1ccco1)C(c1cccnc1)N(C(=O)Cn1nnc2ccccc21)c1ccccc1 (stereo not drawn),-8,3,-17,-3,0,5,-8,14,9,7,2
Cc1cc(C)c(S(=O)(=O)N2CCCCC2CCNC(=O)C(=O)NCc2ccco2)c(C)c1 (stereo not drawn),-11,14,11,-3,-3,10,17,-47,2,-16,12
O=C(CSc1nnc(-c2ccc(C(F)(F)F)cn2)o1)Nc1cccc(Cl)c1,-93,-31,-50,-26,-80,-31,-21,-42,-24,5,10
Cn1c2c(c(=O)n(C)c1=O)C1c3cc(Cl)ccc3OCC1CO2 (stereo not drawn),7,7,-10,3,-2,4,-4,15,3,-6,0
CN1C(=O)c2ccccc2C(C(=O)NCc2ccco2)C1c1c[nH]c2ccccc12 (stereo not drawn),-16,13,-8,-4,-14,28,-2,8,-8,12,19
Cc1[nH]c2ccccc2c1Cc1nnc(SCc2ccccc2)o1,7,4,-2,-12,-22,-13,21,5,3,7,-7
COC(=O)[C@H](Cc1c[nH]c2ccccc12)NCc1cccc(B(O)O)c1,-13,6,-20,-25,-12,-45,-18,-19,-3,-3,-17
CC(=O)c1cccc(NC(=O)N2CCC(NC(=O)C3CCCCC3)CC2)c1,-9,34,-18,-3,-2,-14,-6,5,-13,8,10

The list goes on.
SMILES,LRH-1 inv ag,TWEAK Fn14 block,Shn3 3UTR inh,LMP1 NFkB inh,SRC1 inh,TROY NFkB inh,COUP-TFII inh,NCOA3 inh,CF NFkB inh,KKLEB cytotox,TRAIL sens C8
COc1cccc(C2CC(=O)Nc3cc4c(cc32)CCC4)c1 (stereo not drawn),23,18,55,4,15,9,17,5,18,-15,-42
Cc1ccccc1NC(=O)c1ccc(NC(=O)c2ccco2)cc1,-47,-5,-9,-28,-25,-15,-19,-16,0,3,4
COC(=O)c1cc2ccccc2n1Cc1ccc(Cl)nc1,-11,-21,-7,-10,-9,-8,-6,-2,-23,-3,-10
CC(C)CNC(=O)CC(=O)N/N=C/c1ccc(F)cc1,0,-7,-11,9,1,-5,-6,-3,2,-4,-19
Cc1cc(N)n(Cc2cccs2)n1,1,2,-1,0,-25,-3,22,3,-9,-5,-7
CSc1nc(N)nc2c1ncn2CC(=O)NCC1CCCO1 (stereo not drawn),-1,3,-11,2,3,-8,-6,1,-10,18,-12
COC(=O)c1cc(S(=O)(=O)NCC2CCN(Cc3ccc(C)cc3)CC2)c[nH]1,-10,0,-10,0,5,1,1,1,8,6,3
Cc1cnccc1CNC(=O)CC1C(=O)NCCN1CC(C)(C)C (stereo not drawn),-4,-3,12,3,5,4,-4,-2,9,-3,-9
COc1ccc(C(=O)OCC(=O)NC(C)CCc2ccccc2)cc1 (stereo not drawn),4,-7,12,1,-2,10,-12,-7,8,-6,-16
Cc1cc(C)n(-c2ccc(Cl)c(C(=O)O)c2)n1,-4,-3,6,9,-18,10,6,-13,-7,7,-4
